# p53 reactivator: qHTS assay for re-activators of p53 using a Luc reporter; H1299 p53-A138V BP100-luciferase reporter, luminescence, 24 h; Potency, µM (top dose mostly 92.2 µM), inactives show at the highest dose activity change, positive = activation, usual class: activators; 320,000 tested, 0.063% active; AID 504706, 2011; also: potency is read from the fitted curve at half-maximal effect; % of control where 0% means no effect; nearly all actives have a fitted effect of over 45% in size
#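 p53-null H1299 cells stably carrying temperature-sensitive p53-A138V and a BP100-luciferase reporter were pinned with compounds (4-point, 1:5 series) and held 24 hrs at 37 deg C. Luminescence was read 10 min after detection reagent.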
# Eya2 inh: qHTS Assay for Inhibitors of the Phosphatase Activity of Eya2; AID 488837, 2010; 330,000 tested, 0.006% active; Potency, µM (highest dose often 76.9 µM), for inactives: top-dose activity, negative = inhibition, hits mostly inhibitors; Protein phosphatase EYA2 (Homo sapiens), O00167; recombinant Eya2, OMFP fluorescence dephosphorylation (OMFP is methylfluorescein phosphate); also: potency is read from the fitted curve at half-maximal effect; % is scaled to controls: 0 for no effect and ±100 for the full control effect
# Target sequence (O00167 whole entry, looked up): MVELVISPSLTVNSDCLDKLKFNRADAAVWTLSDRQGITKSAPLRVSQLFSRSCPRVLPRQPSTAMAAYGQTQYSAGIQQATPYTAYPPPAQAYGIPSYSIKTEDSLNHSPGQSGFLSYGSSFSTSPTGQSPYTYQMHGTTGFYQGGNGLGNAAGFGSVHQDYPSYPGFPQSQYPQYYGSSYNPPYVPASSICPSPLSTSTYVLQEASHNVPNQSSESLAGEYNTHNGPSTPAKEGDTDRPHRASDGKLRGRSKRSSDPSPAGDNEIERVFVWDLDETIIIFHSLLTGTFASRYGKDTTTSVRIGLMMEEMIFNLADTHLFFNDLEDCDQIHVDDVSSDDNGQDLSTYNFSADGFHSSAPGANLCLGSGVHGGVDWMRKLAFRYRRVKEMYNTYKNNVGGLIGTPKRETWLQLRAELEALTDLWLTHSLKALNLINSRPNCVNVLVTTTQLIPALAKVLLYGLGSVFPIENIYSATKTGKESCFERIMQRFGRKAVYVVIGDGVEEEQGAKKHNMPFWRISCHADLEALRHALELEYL
#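 Eya2 protein (added as 0.2 uM solution) was preincubated with compound for 10 min at ambient temperature in 50 mM HEPES pH 7.5, 50 mM NaCl, 5 uM MgCl2, 0.05% BSA, 1 mM DTT. OMFP (added at 50 uM) then reacted 10 min; fluorescence read at 485/525 nm.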
# TSG101-PTAP inh: qHTS Assay for Iinhibitors of HIV-1 Budding by Blocking the Interaction of PTAP/TSG101. Potency, µM (series often up to 115 µM), for inactives: top-dose activity change, negative = inhibition, hits mostly inhibitors. Fluorescence polarization, FITC-PTAP peptide / Tsg101 binding. 340,000 tested, under 10 active. Tumor susceptibility gene 101 protein (Homo sapiens), Q99816. AID 493005, 2010; active = well fitted inhibition curve with a large enough effect in the main read-out, with a control signal flat, not every such curve was filed as active; inconclusive = small, poorly fitted or top-dose-only effect, or effect the other way, or a change in a side signal; inactive = no such curve, though single readings can be large or run the other way; also: potency is read from the fitted curve at half-maximal effect; % of control where 0% means no effect
#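 FP read-out: FITC-PTAP peptide, 50 nM final, binding Tsg101 binding domain, 10 uM final; 20 min, r.t.; 10 mM HEPES pH 7.5, 0.15 M NaCl, 0.01% Tween 20, 3 mM EDTA, 0.1 mM TCEP.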
# uPA surface inh: qHTS for Inhibitors of Cell Surface uPA Generation; cell surface uPA generation assay, qHTS; Potency, µM (highest dose often 38.3 µM), inactives show at the top dose activity change, negative = inhibition, usual class: inhibitors; 330,000 tested, 0.31% active; AID 540303, 2011; active = well fitted inhibition curve with a large enough effect; inconclusive = small, poorly fitted or top-dose-only effect; inactive = no such curve, though single readings can be large or run the other way; tested in mouse RAW 264.7 cells; also: potency is read from the fitted curve at half-maximal effect; % is scaled to controls: 0 for no effect and ±100 for the full control effect; nearly all actives have a fitted effect of over 55% in size
# BRCA1 expr act: qHTS Assay to Identify Small Molecule Activators of BRCA1 Expression; Potency, µM (series often up to 46.1 µM), inactives show at the top dose activation, most hits filed as activators; MCF7-BRCA1-FFLuc reporter, luminescence, 48 h; response scale: scaled: vehicle 0%, 10 µM genistein 100%; 380,000 tested, 1.1% active; also: potency is read from the fitted curve at half-maximal effect; nearly all actives have a fitted effect of over 80% in size; some results filed as inactive show a strong effect at the top dose
#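 First, MCF7-BRCA1-FFLuc cells (2000/well) attach for 2 h; next, compounds are pin-added and incubated 48 h at 37 °C; finally, luciferase reagent is added and luminescence read after 15 min.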
# USP2a block: qHTS Assay for Inhibitors of Ubiquitin-specific Protease USP2a Using CHOP2 as the Reporter; Ubiquitin carboxyl-terminal hydrolase 2 (Homo sapiens), O75604; USP2 core, Ub-CHOP2 coupled fluorogenic reporter, 485/531; Potency, µM (series often up to 38.3 µM), inactives show at the top dose activity change, negative = inhibition, actives largely listed as inhibitors; 330,000 tested, 0.01% active; AID 463254, 2010;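 also: potency is read from the fitted curve at half-maximal effect; plate controls were DMSO wells for no effect and full inhibition by NEM control for full effect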
#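 USP2 core (10nM final) preincubated 30min RT with compound in 20mM Tris-HCl pH 8.0, 2mM CaCl2, 2mM beta-mercaptoethanol, 0.05% CHAPS; 25nM Ub-CHOP2 plus 25nM reporter substrate added, fluorescence (Ex485/Em531) read after 60min.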
# TRPV1 agonist: HTS Assay for Compounds that Act as Agonists of the Vanilloid Receptor 1. AID 540275, 2011. activation, % at 8.33 µM. Transient receptor potential cation channel subfamily V member 1 (Homo sapiens), Q8NER1. TRPV1-expressing cells, Fluo-8 calcium influx, agonist mode. 320,000 tested, 0.19% active; in the data active = activation above about 80%; inconclusive = between about 30% and that limit; also: 0% is about no effect
#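 Fluo-8 calcium influx in TRPV1-expressing cells, kinetic read (ex 480/em 520 nm). Compound added and read 3 min for agonist activity, followed by capsaicin at EC20 final and 2 min further read for enhancement.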
# B2AR arrestin: qHTS assay of beta-arrestin-biased ligands of beta2-adrenergic receptor; Potency, µM (top dose mostly 46.1 µM), without a hit: top-dose activation, usual class: activators; 330,000 tested, 0.02% active; AID 492947, 2010; beta-arrestin recruitment to beta2AR, cell-based reporter;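 also: potency is read from the fitted curve at half-maximal effect; 0% = DMSO controls and full agonism = EC100 isoproterenol or metaproterenol; nearly all actives have a fitted effect of over 65% in size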
# S-ASM inh: Inhibitors of Secretory Acid Sphingomyelinase (S-ASM): qHTS. Sphingomyelin phosphodiesterase (Homo sapiens), P17405. placental ASM, HMU-PC fluorogenic substrate, 60 min. Potency, µM (doses to about 57.5 µM), for the others: at the highest dose activity change, negative = inhibition, most hits filed as inhibitors. 340,000 tested, 0.006% active; also: potency is read from the fitted curve at half-maximal effect
# Target sequence (P17405 47-631 limits assumed): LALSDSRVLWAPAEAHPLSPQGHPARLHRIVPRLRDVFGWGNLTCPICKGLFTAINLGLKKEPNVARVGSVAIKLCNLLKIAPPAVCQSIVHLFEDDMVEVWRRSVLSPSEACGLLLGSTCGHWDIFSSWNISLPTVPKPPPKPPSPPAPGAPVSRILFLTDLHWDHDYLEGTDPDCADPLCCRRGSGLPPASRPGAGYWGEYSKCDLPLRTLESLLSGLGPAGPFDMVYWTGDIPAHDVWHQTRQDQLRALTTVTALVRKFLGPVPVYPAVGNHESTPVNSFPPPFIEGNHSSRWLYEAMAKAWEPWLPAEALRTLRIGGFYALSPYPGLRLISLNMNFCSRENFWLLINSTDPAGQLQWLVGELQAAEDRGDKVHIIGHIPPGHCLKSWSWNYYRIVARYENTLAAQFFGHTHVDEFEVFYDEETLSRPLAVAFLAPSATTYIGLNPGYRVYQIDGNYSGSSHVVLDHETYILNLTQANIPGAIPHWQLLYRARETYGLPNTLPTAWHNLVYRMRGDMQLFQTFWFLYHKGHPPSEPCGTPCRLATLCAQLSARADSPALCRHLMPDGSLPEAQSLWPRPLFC
#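 Fluorescence read-out (Ex 386 nm, Em 447 nm) after stopping the reaction at pH 10. Enzyme: ASM from human placenta; substrate HMU-PC0, 9 uM final; 60 min, 37 °C. Compound preincubation 10 min, ambient temperature.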
# a7 integrin act: qHTS for Activators of Integrin-Mediated Alleviation for Muscular Dystrophy; alpha7betagal myoblasts, beta-gal FDG fluorescence, 48 h; Potency, µM (titrated, usually from 38.3 µM), for inactives: top-dose activation, usual class: activators; 350,000 tested, 0.064% active; AID 624291, 2012;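 also: potency is read from the fitted curve at half-maximal effect; 100% = response of the positive control SU9516; nearly all actives have a fitted effect of over 60% in size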
#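 Alpha7betagal+/- myoblasts (passage 13) were plated 16-24 hr, then exposed to compounds (1:260 dilution of DMSO stock) for 48 hours at 37C. After MPER lysis, β-galactosidase reporter activity was read as FDG fluorescence (ex 480/em 540) after 30 minutes.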
# ELG1 genotox: qHTS screen for small molecules that induce genotoxicity in human embryonic kidney (HEK293T) cells expressing luciferase-tagged ELG1 | HEK293T ELG1-luciferase reporter, luminescence, 16 h | Potency, µM (top dose mostly 46 µM), without a hit: top-dose activity change, positive = activation, most hits filed as activators | 330,000 tested, 1.3% active; also: potency is read from the fitted curve at half-maximal effect; % of control where 0% means no effect; nearly all actives have a fitted effect of over 60% in size
#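 Screening used a luciferase reporter fused to human ELG1 in HEK293T cells. Luminescence was read on a CCD plate imager after 16 hr exposure and 30 min ONE-Glo incubation.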
# * = called active by the depositor; i = inactive; ? = inconclusive; nt = no result given; [ ] = dose if it differs, or a comment. Unless noted, calls follow the shape of the dose curve; as a rule, active = well fitted curve in the direction sought with a large enough effect; inconclusive = small, poorly fitted or top-dose-only effect, or another doubt; inactive = no such curve, though single readings can be large; an effect the other way counts as inactive or inconclusive.
nr	molecule	S-ASM inh	uPA surface inh	USP2a block	TSG101-PTAP inh	TRPV1 agonist	Eya2 inh
1	CCc1ccc(C(=O)NCC2COc3ccccc3O2)o1 (stereo not given)	-1%	-2%	-6%	-3%	22	-13%
2	CCCn1c(Cc2ccccc2)nnc1SC(C)C(=O)NC1CC1 (stereo not given)	3%	-4%	1%	-1%	0	3%
3	Cc1ccccc1OCC(=O)O/N=C(\N)c1ccncc1	-4%	1%	0%	-1%	4	18%
4	COc1ccc(C(=O)N(CC2CCCO2)C(C(=O)NC2CCCC2)c2ccc(Cl)cc2)cc1OC (stereo not given)	2%	2%	-1%	-9%	9	6%
5	CCOC(=O)c1sc(N)c(C(=O)Nc2ccccc2OC)c1C	-7%	-15%	4%	2%	11	-6%
6	CC(C)CCn1nc(C(=O)Nc2nc3c(s2)CCCC3)c2ccccc2c1=O	-2%	0%	3%	-1%	18	2%
7	Cc1ccc2c(c1)S/C(=C/c1ccc[n+](CCO)c1)N2C	-12%	11%	8%	-4%	-2	-4%
8	COc1ccc(Oc2nnnn2-c2ccccc2)cc1	0%	-4%	0%	-4%	1	1%
9	Cc1ccc(CNC(=O)C2CSC3(C)CCC(=O)N23)cc1 (stereo not given)	-4%	6%	4%	-5%	nt	9%
10	COc1cc(OC)cc(-c2c(-c3cccs3)c3cc(-c4ccc(CN5CCOCC5)cc4)ccc3n2C)c1	0%	-9%	-2%	-3%	nt	0%

nr	p53 reactivator	ELG1 genotox	BRCA1 expr act	a7 integrin act	B2AR arrestin
1	5%	?	99%	32%[7.66 µM]	0.3%
2	1%	3%	0%	-26%	-0.2%
3	?	?	?	9%	-0.9%
4	-2%	-1%	-23%	-22%	0.0%
5	-7%	-1%	-88%	-7%	0.2%
6	-3%	-7%	2%	18%	-1.2%
7	2%	6%	-33%	-37%	-1.1%
8	21%	16%	71%	-5%	-0.3%
9	2%	-4%	13%	-11%	-0.5%
10	1%	-1%	-30%	16%	-2.7%

# New compounds follow:
nr	molecule	S-ASM inh	uPA surface inh	USP2a block	TSG101-PTAP inh	TRPV1 agonist	Eya2 inh
11	Clc1ccc(/C=C\c2nccc3c2[nH]c2ccccc23)cc1	i	-4%	-6%	-2%	?	-21%
12	Cc1ccc(N=Nc2c(N)nn(-c3ccccc3)c2N)cc1	?	-11%	1%	-5%	?	4%
13	COc1ccccc1N1CCN(C(c2cccs2)C(C)NC(=O)c2cccs2)CC1 (stereo not given)	-2%	2%	-6%	-3%	-3	0%
14	COC(=O)CN(C#N)c1nc(NC(C)C)nc(NC(C)C)n1	5%	-14%	3%	-4%	-2	1%
15	CCOc1ccc(-c2nnc(SCC(=O)O)n2Cc2ccccc2)cc1	7%	2%	1%	-5%	0	6%
16	Cc1cccc(NC(=O)c2ccc(S(=O)(=O)N(C)C)cc2)c1	-1%	-16%	-4%	-1%	?	-13%
17	CCOCCCNC(=O)c1ccc(Cn2c(=O)[nH]c3ccsc3c2=O)cc1	-2%	-2%	3%	-1%	2	-2%
18	CCN=C1NN=C(c2cc(C)n(CCc3ccccc3)c2C)CS1	0%	0%	-2%	-1%	-2	-1%
19	Clc1nssc1=Nc1ccccc1	3%	2%	-4%	2%	1	12%
20	Cc1cc(C2(c3ccc(O)c(C)c3)C(=O)N(C)c3ccc(Br)cc32)ccc1O	-10%	3%	nt	-4%	nt	nt

nr	p53 reactivator	ELG1 genotox	BRCA1 expr act	a7 integrin act	B2AR arrestin
11	17%	17%	-50%	-56%[inhibitor]	0.2%
12	?	?	17%	18%	-0.7%
13	-10%	-6%	-53%	-20%	0.3%
14	4%	0%	-2%	4%	-0.8%
15	nt	-1%	-6%	14%	2.2%
16	?	16%	32%	15%	0.1%
17	1%	-2%	-12%	-24%	-0.4%
18	-3%	?	41%	-38%	-0.2%
19	13%	-7%	-19%	-9%	0.5%
20	nt	nt	-10%	3%	nt

# Further entries follow:
nr	molecule	S-ASM inh	uPA surface inh	USP2a block	TSG101-PTAP inh	TRPV1 agonist	Eya2 inh
21	CC(NC(=O)CCN1C(=O)c2ccccc2C1=O)c1ccc2c(c1)CCCC2 (stereo not given)	-1%	-3%	3%	1%	28	-9%
22	O=C(Nc1ccc(F)cc1F)NC1CCCCCCC1	0%	5%	0%	-3%	?	4%
23	COc1ccccc1/C=N/NC(=O)Cn1cnc([N+](=O)[O-])n1	-2%	2%	-2%	0%	0	-19%
24	CCOC(=O)Cc1nnc(NC(=O)c2ccco2)s1	2%	0%	0%	-9%	-1	-1%
25	Cc1nn2c3ccccc3n(C)c2nc1=O	-1%	8%	0%	-2%	2	4%
26	COc1ccc(OCCCn2c(=O)oc3ccccc32)cc1	0%	0%	2%	-3%	15	-2%
27	COc1ccccc1NC(=O)N(CCN(C)C)Cc1cc2cc(C)ccc2[nH]c1=O	-1%	1%	-1%	-4%	0	17%
28	O=C(Cn1c(=O)oc2cc(S(=O)(=O)N3CCCC3)ccc21)N1CCN(c2ccccc2)CC1	-2%	-2%	0%	-4%	-7	9%
29	O=C(NC1CCCC1)C(c1cccnc1)N(C(=O)c1csnn1)C1CCCC1 (stereo not given)	2%	2%	-1%	-7%	2	-4%
30	NC(=O)NC(=O)COC(=O)[C@H](Cc1ccccc1)NC(=O)c1cccs1	-3%	6%	3%	0%	-2	-11%

nr	p53 reactivator	ELG1 genotox	BRCA1 expr act	a7 integrin act	B2AR arrestin
21	-4%	1%	-25%	-23%	0.0%
22	19%	?	97%	6%	-0.3%
23	1%	6%	1%	?	-0.3%
24	?	5%	17%	-2%	0.1%
25	17%	0%	-5%	18%	-0.5%
26	10%	-1%	54%	1%	-0.4%
27	-2%	-1%	-5%	-5%	-0.1%
28	2%	1%	-7%	-4%	0.1%
29	0%	0%	2%	12%	-0.4%
30	0%	-10%	-3%	-12%	-0.2%

# More compounds follow.
nr	molecule	S-ASM inh	uPA surface inh	USP2a block	TSG101-PTAP inh	TRPV1 agonist	Eya2 inh
31	O=C(Cn1cc2c(n1)CCCCC2)NC1CCN(Cc2ccccc2)CC1	1%	9%	-2%	-3%	0	16%
32	Cc1ccc(C)c(Cn2nnc3c(=O)[nH]c(C(=O)NCC4CCCO4)nc32)c1 (stereo not given)	-4%	nt	0%	-5%	0	0%
33	CCOc1ccc(C(C)(C)C)cc1S(=O)(=O)N1CCOCC1	0%	-3%	1%	-2%	15	15%
34	CCCN(CCC)CCNC(=O)C1CCN(S(=O)(=O)c2cccc3nsnc23)CC1	-2%	5%	3%	-5%	1	?
35	O=C(C1CC1)n1cc(C(=S)N2CCOCC2)c2ccccc21	2%	-7%	0%	-5%	1	-4%

nr	p53 reactivator	ELG1 genotox	BRCA1 expr act	a7 integrin act	B2AR arrestin
31	4%	-7%	-9%	7%	0.0%
32	-12%	0%	-25%	13%	0.3%
33	1%	-5%	-8%	-15%	-0.3%
34	-14%	-1%	17%	?	0.1%
35	7%	-4%	0%	1%	0.1%

# Part of the list above, bar-delimited.
no. | Compound | S-ASM inh | uPA surface inh | USP2a block | TSG101-PTAP inh | TRPV1 agonist | Eya2 inh | p53 reactivator | ELG1 genotox | BRCA1 expr act | a7 integrin act | B2AR arrestin
32 | Cc1ccc(C)c(Cn2nnc3c(=O)[nH]c(C(=O)NCC4CCCO4)nc32)c1 (stereo not given) | -4% | nt | 0% | -5% | 0 | 0% | -12% | 0% | -25% | 13% | 0.3%
33 | CCOc1ccc(C(C)(C)C)cc1S(=O)(=O)N1CCOCC1 | 0% | -3% | 1% | -2% | 15 | 15% | 1% | -5% | -8% | -15% | -0.3%
34 | CCCN(CCC)CCNC(=O)C1CCN(S(=O)(=O)c2cccc3nsnc23)CC1 | -2% | 5% | 3% | -5% | 1 | ? | -14% | -1% | 17% | ? | 0.1%
35 | O=C(C1CC1)n1cc(C(=S)N2CCOCC2)c2ccccc21 | 2% | -7% | 0% | -5% | 1 | -4% | 7% | -4% | 0% | 1% | 0.1%

# High-throughput results deposited in PubChem by National Center for Advancing Translational Sciences (NCATS).
